WT yeast gro inh – growth inhibition of WT strain, primary screen, mitochondrial fusion inhibitor project, WT and mutant strains, chemical genetic. mitochondrial fusion phenotypic screen. inhibition, % at 10 µM. 190,000 tested, 2.1% active. AID 1362, 2008; in the data active means inhibition above about 58%; tested in S. cerevisiae
SV40 large T antigen – SV40 large T antigen inhibitors, biochemical (AID 1903); SV40 large T antigen ATPase/helicase inhibition assay; higher % means a stronger effect; inhibition, % at 20 µM; hits with a dose series show IC50 in µM; 310,000 tested, 0.39% active; in the data active means a potency from the dose series; inconclusive means inhibition mostly from about 32% at the one dose, without a potency; inactive means the rest, 99 in 100 with inhibition below about 32%; further: strong numbers were not always called active
RSV antiviral HEp-2 – RSV antiviral activity via CPE protection, HEp-2 cells, primary 10 µM value included (AID 2391) | HEp-2 cells, RSV-induced CPE inhibition; higher % means a stronger effect | CPE inhibition, % at 10 µM; hits with a dose series show IC50 in µM | 310,000 tested, 0.13% active; in the data active means a potency from the dose series; inconclusive means CPE inhibition mostly from about 23% at the one dose, without a potency; inactive means the rest, 99 in 100 with CPE inhibition below about 21%; further: strong numbers were not always called active
West Nile virus CPE – West Nile virus antiviral activity, cell-based, CPE readout (AID 1621). West Nile virus-infected cells, CPE inhibition; higher % means a stronger effect. CPE inhibition, % at 10 µM; hits with a dose series show IC50 in µM. 290,000 tested, 0.02% active; in the data active means a potency from the dose series; inconclusive means CPE inhibition mostly from about 3.7% at the one dose, without a potency; inactive means the rest, 99 in 100 with CPE inhibition below about 2.2%; further: strong numbers were not always called active
MgcRacGAP inhibition – MgcRacGAP GTPase-activating activity inhibitors, confirmation, biochemical, ADP Hunter fluorescence; Rac GTPase-activating protein 1 (Homo sapiens); inhibition, % at 30 µM, or IC50 in µM where a hit was titrated; 340,000 tested, 0.6% active; MgcRacGAP-stimulated Rac1 GTP hydrolysis, ADP Hunter fluorescence; higher % means a stronger effect; GST-tagged Rac1 F28L mutant substrate;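 active means first-screen hits whose inhibition reached a set limit at any dose in the follow-up dose series; inconclusive means inhibition above the set first-screen limit but never retested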;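 further: fluorescence reports GDP produced by GAP-driven GTP hydrolysis; strong numbers were not always called active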
Salmonella PhoP GFP – inhibitors of PhoP regulon expression, primary screen, Salmonella Typhimurium, GFP reporter (AID 1863); 300,000 tested, 0.16% active; inhibition, % at 50 µM, or IC50 in µM where a hit was titrated; S. Typhimurium PhoP-regulated promoter GFP reporter, 4 h; higher % means a stronger effect;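 active means inhibition over 29.93%, a cutoff 3 SD above the screen mean, later confirmed by dose response; inconclusive means inhibition over 29.93% but no dose response follow-up; inactive means inhibition at most 29.93% or unconfirmed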;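 further: 0% = low Mg2+ inducing control and 100% = high Mg2+ repressing control; strong numbers were not always called active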
bCat nuc transl – modulators of beta-catenin nuclear translocation, primary screen, imaging, HeLa cells, immunofluorescence, high-content | nuclear translocation activity, % at 5 µM | 190,000 tested, 0.3% active | AID 1665, 2009;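 active means nuclear translocation activity above 50% at 5 µM, with a well cell count of 50 or more; inconclusive means wells under 50 cells across six images, flagged as toxic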;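 further: per-cell ratio of nuclear to cytoplasmic median beta-catenin stain intensity; plate controls were DMSO negative control for no effect and GSK-3 inhibitor IX positive control for full effect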
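Signal – beta-catenin immunofluorescence imaging with DAPI · Test system – human HeLa cell line · Dosing – 5 µM primary single dose, 0.1% DMSO, 0.02–20 µM confirmation series · Measure – % activation, nuclear-to-cytoplasmic median beta-catenin signal ratio per cell · Incubation – 24 h compound exposure at 37°C, 5% CO2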
Myeloid diff MLP – induction of myeloid progenitor differentiation, primary screen, cell-based, flow cytometry, MLPCN library; ER-HoxA9 myeloid progenitors, lysozyme-GFP differentiation; calls only at 10 µM; 360,000 tested, 1% active; AID 624256, 2012;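 active means normalized GFP-positive differentiation at or above the plate's own cutoff, the solvent-only control mean plus 3 SD; inconclusive means no clear call, values can overlap the other calls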;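 further: cells exposed to compound for four days before flow analysis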
T cell modulator – modulators of CD8 T cell-vesicle binding, primary screen, mouse 2C CD8+ T cells, flow cytometry | calls only at 7 µM | 2C CD8+ T cell-vesicle binding; hits give low values | AID 2052, 2009 | 330,000 tested, 0.068% active;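 active means response, share of CD8 T cells binding vesicles, and their 90th percentile fluorescence all below set limits, cut at about 80% in these data, passing the limit was not always enough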
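Benchmarks: naked versus QL9-loaded vesicles / Assay system: purified 2C TCR transgenic mouse naive CD8+ T cells / Technique: high-throughput flow cytometry with anti-B7-1 and anti-CD8 staining / Timing: Cell–vesicle co-incubation 1.5 h at 37 °C, staining 20 min on ice / Read-out: percent CD8+ FL2 mean versus row control / Probe or stimulus: QL9-loaded Drosophila micro-vesicles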
WT yeast gro inh mutant strain – further read-out of WT yeast gro inh, marked with its call; inhibition, %; mitochondrial fusion phenotypic screen, mutant strain inhibition
bCat nuc transl cell count 5 µM – further read-out of bCat nuc transl, marked with its call; cell count; measured here: cell count, cytotoxicity flag
T cell modulator vesicle-bound % – also measured in T cell modulator; calls as there; double positive events, %; measured here: CD8+ vesicle-bound cell fraction;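 binding gate set so that unloaded-vesicle control wells show 10% double positive cells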
Myeloid diff MLP GFP+ MAC1+ % – recorded beside Myeloid diff MLP, whose call it bears; GFP+ MAC1+ double positive, %; measured here: differentiation confirmed by MAC1 staining
Active calls of the source: *.

Screening CC1=C(c2ccc(C)cc2)S(=O)(=O)N(CC(=O)O)C1=O returned WT yeast gro inh -3, SV40 large T antigen 6%, RSV antiviral HEp-2 0.6%, West Nile virus CPE -0.2%, MgcRacGAP inhibition -1%, Salmonella PhoP GFP 1%, bCat nuc transl 3.9, Myeloid diff MLP inactive, WT yeast gro inh mutant strain 8, bCat nuc transl cell count 5 µM 1147 and Myeloid diff MLP GFP+ MAC1+ % 2.1.
`COc1ccc(C2CC(c3cccs3)=NN2S(C)(=O)=O)cc1OC` (stereo unspecified) gave WT yeast gro inh -12, SV40 large T antigen 1%, RSV antiviral HEp-2 1.2%, West Nile virus CPE -0.6%, MgcRacGAP inhibition -2%, Salmonella PhoP GFP 7%, bCat nuc transl 0.9, Myeloid diff MLP inactive, T cell modulator inactive, WT yeast gro inh mutant strain 0, bCat nuc transl cell count 5 µM 1566, T cell modulator vesicle-bound % 28 and Myeloid diff MLP GFP+ MAC1+ % 0.3.
For Cc1ccc(N2CC(C(=O)OCC(=O)c3ccc[nH]3)CC2=O)cc1 (stereo unspecified) the results were SV40 large T antigen 12%, RSV antiviral HEp-2 -1.1%, MgcRacGAP inhibition 2%, Salmonella PhoP GFP -8%, Myeloid diff MLP inactive, T cell modulator inactive, T cell modulator vesicle-bound % 58 and Myeloid diff MLP GFP+ MAC1+ % 1.4.
Cc1c(C)c2c(OCC(=O)N3CCC(C(=O)NCC(C)C)CC3)cc3c(c2oc1=O)CCC(C)(C)O3 was read as SV40 large T antigen 9%, RSV antiviral HEp-2 1.9%, West Nile virus CPE -0.3%, MgcRacGAP inhibition -3%, Salmonella PhoP GFP -4%, Myeloid diff MLP inconclusive, T cell modulator inactive and T cell modulator vesicle-bound % 22.
Screening Cc1ccc(C)c(NC(=S)NNC(=O)c2sccc2C)c1 returned WT yeast gro inh -11, SV40 large T antigen 13%, RSV antiviral HEp-2 2.0%, West Nile virus CPE 0.4%, MgcRacGAP inhibition 0%, Salmonella PhoP GFP 3%, bCat nuc transl -0.1, Myeloid diff MLP inactive, T cell modulator inactive, WT yeast gro inh mutant strain -13, bCat nuc transl cell count 5 µM 1072, T cell modulator vesicle-bound % 24 and Myeloid diff MLP GFP+ MAC1+ % 4.8.
CC1Cc2cc(S(=O)(=O)N3CCN(C)CC3)ccc2N1C(=O)C1CC1 (stereo unspecified) was read as SV40 large T antigen -4%, RSV antiviral HEp-2 -0.6%, West Nile virus CPE 0.1%, MgcRacGAP inhibition 9%, Salmonella PhoP GFP 10%, Myeloid diff MLP inactive, T cell modulator inactive, T cell modulator vesicle-bound % 6 and Myeloid diff MLP GFP+ MAC1+ % 2.3.
Cc1ccc(C(=O)NCCc2nnc3ccc(SCC(=O)N4CCCCC4)nn23)cc1 was read as SV40 large T antigen 9%, RSV antiviral HEp-2 2.1%, West Nile virus CPE 1.2%, MgcRacGAP inhibition 7%, Salmonella PhoP GFP -3%, Myeloid diff MLP inactive, T cell modulator inactive, T cell modulator vesicle-bound % 20 and Myeloid diff MLP GFP+ MAC1+ % 0.6.
Screening O=C(N/N=C/c1ccccc1[N+](=O)[O-])c1ccc(CN2CCOCC2)cc1 returned WT yeast gro inh 1, SV40 large T antigen 17%, RSV antiviral HEp-2 0.7%, West Nile virus CPE 0.9%, MgcRacGAP inhibition -8%, Salmonella PhoP GFP 6%, bCat nuc transl -2.6, Myeloid diff MLP inactive, T cell modulator inactive, WT yeast gro inh mutant strain -1, bCat nuc transl cell count 5 µM 1122, T cell modulator vesicle-bound % 67 and Myeloid diff MLP GFP+ MAC1+ % 0.3.
`N#CCCN(C(=O)COC(=O)c1ccc2c(=O)n3c(nc2c1)CCC3)c1ccccc1` gave WT yeast gro inh -4, SV40 large T antigen 8%, RSV antiviral HEp-2 -0.6%, West Nile virus CPE 0.4%, MgcRacGAP inhibition 2%, Salmonella PhoP GFP 7%, bCat nuc transl -1.0, Myeloid diff MLP inactive, T cell modulator inactive, WT yeast gro inh mutant strain 4, bCat nuc transl cell count 5 µM 1137, T cell modulator vesicle-bound % 62 and Myeloid diff MLP GFP+ MAC1+ % 0.2.
Screening Cc1ccc(NC(=S)Nc2ccc(OC(F)F)c(Cl)c2)cc1Cl returned WT yeast gro inh 73*, SV40 large T antigen 9%, RSV antiviral HEp-2 7.1%, West Nile virus CPE 0.0%, MgcRacGAP inhibition 11%, Salmonella PhoP GFP -1%, bCat nuc transl 1.3, Myeloid diff MLP inactive, T cell modulator inactive, WT yeast gro inh mutant strain 36*, bCat nuc transl cell count 5 µM 467, T cell modulator vesicle-bound % 42 and Myeloid diff MLP GFP+ MAC1+ % 0.5.
Screening CSc1nc(-c2ccc(Cl)cc2)c(C#N)c(=O)n1C returned WT yeast gro inh 7, SV40 large T antigen 0%, RSV antiviral HEp-2 3.2%, West Nile virus CPE 1.0%, MgcRacGAP inhibition 1%, Salmonella PhoP GFP 6%, bCat nuc transl -0.1, Myeloid diff MLP inactive, T cell modulator inactive, WT yeast gro inh mutant strain -1, bCat nuc transl cell count 5 µM 1444, T cell modulator vesicle-bound % 44 and Myeloid diff MLP GFP+ MAC1+ % 0.7.
`COc1nc(-c2cnccn2)sc1C` gave WT yeast gro inh 1, SV40 large T antigen 19%, RSV antiviral HEp-2 -1.1%, West Nile virus CPE 0.0%, MgcRacGAP inhibition 4%, Salmonella PhoP GFP -1%, bCat nuc transl -3.9, Myeloid diff MLP inactive, T cell modulator inactive, WT yeast gro inh mutant strain 6, bCat nuc transl cell count 5 µM 1127, T cell modulator vesicle-bound % 21 and Myeloid diff MLP GFP+ MAC1+ % 0.1.
For COc1ccc(CCn2c(=O)c3cccnc3n(Cc3ccc([N+](=O)[O-])cc3)c2=O)cc1OC the results were WT yeast gro inh 9, SV40 large T antigen 2%, West Nile virus CPE 0.4%, MgcRacGAP inhibition 9%, Salmonella PhoP GFP 4%, bCat nuc transl 2.0, Myeloid diff MLP inactive, WT yeast gro inh mutant strain -7, bCat nuc transl cell count 5 µM 1019 and Myeloid diff MLP GFP+ MAC1+ % 0.5.
For O=C(Cc1ccc(F)cc1)Oc1ccc(C(=S)N2CCCC2)cc1 the results were WT yeast gro inh -8, SV40 large T antigen 11%, RSV antiviral HEp-2 1.9%, West Nile virus CPE -0.1%, MgcRacGAP inhibition 4%, Salmonella PhoP GFP 10%, bCat nuc transl -1.4, Myeloid diff MLP inactive, T cell modulator inactive, WT yeast gro inh mutant strain -13, bCat nuc transl cell count 5 µM 1038, T cell modulator vesicle-bound % 26 and Myeloid diff MLP GFP+ MAC1+ % 0.4.
For Cc1cc(C)n(-c2ccc(C(=O)OCC(=O)NCc3ccc(F)cc3)cc2)n1 the results were WT yeast gro inh -3, SV40 large T antigen 0%, RSV antiviral HEp-2 0.9%, West Nile virus CPE -0.7%, MgcRacGAP inhibition 5%, Salmonella PhoP GFP -7%, bCat nuc transl -0.3, Myeloid diff MLP inactive, T cell modulator inactive, WT yeast gro inh mutant strain 1, bCat nuc transl cell count 5 µM 1023, T cell modulator vesicle-bound % 51 and Myeloid diff MLP GFP+ MAC1+ % 0.2.
Screening Cc1cccc2c1N(C)C(=O)C2=O returned WT yeast gro inh -9, SV40 large T antigen 20%, RSV antiviral HEp-2 0.2%, West Nile virus CPE 0.2%, MgcRacGAP inhibition 5%, Salmonella PhoP GFP -2%, bCat nuc transl 0.9, Myeloid diff MLP inactive, T cell modulator inactive, WT yeast gro inh mutant strain -33, bCat nuc transl cell count 5 µM 1143, T cell modulator vesicle-bound % 45 and Myeloid diff MLP GFP+ MAC1+ % 0.4.
Screening Cc1cc(C)c2nc(-n3nc(C)cc3N)cc(C)c2c1 returned WT yeast gro inh 27, SV40 large T antigen 6%, RSV antiviral HEp-2 -2.4%, West Nile virus CPE -0.7%, MgcRacGAP inhibition 7%, Salmonella PhoP GFP -9%, bCat nuc transl -2.1, Myeloid diff MLP inactive, T cell modulator inactive, WT yeast gro inh mutant strain 15, bCat nuc transl cell count 5 µM 1138, T cell modulator vesicle-bound % 53 and Myeloid diff MLP GFP+ MAC1+ % 0.0.
Screening CCOC(=O)CSc1nnc(CNc2nc(-c3ccccc3)cs2)n1C returned WT yeast gro inh 2, SV40 large T antigen 16%, RSV antiviral HEp-2 2.2%, West Nile virus CPE 0.1%, MgcRacGAP inhibition 8%, Salmonella PhoP GFP 0%, bCat nuc transl 1.4, Myeloid diff MLP inactive, T cell modulator inactive, WT yeast gro inh mutant strain -7, bCat nuc transl cell count 5 µM 1359, T cell modulator vesicle-bound % 2 and Myeloid diff MLP GFP+ MAC1+ % 0.8.
`CCc1nc(N2CCN(S(C)(=O)=O)CC2)c2c3c(sc2n1)CCCC3` gave WT yeast gro inh -2, SV40 large T antigen 14%, RSV antiviral HEp-2 7.8%, West Nile virus CPE 0.5%, MgcRacGAP inhibition 5%, Salmonella PhoP GFP -3%, bCat nuc transl -1.2, Myeloid diff MLP inactive, T cell modulator inactive, WT yeast gro inh mutant strain -14, bCat nuc transl cell count 5 µM 1055, T cell modulator vesicle-bound % 53 and Myeloid diff MLP GFP+ MAC1+ % 0.1.
Screening O=C(c1ccccc1)c1ccc(Cn2cc(-c3ccccc3)nn2)cc1 returned SV40 large T antigen 9%, RSV antiviral HEp-2 0.2%, West Nile virus CPE -1.9%, MgcRacGAP inhibition 10%, Myeloid diff MLP inactive, T cell modulator inactive, T cell modulator vesicle-bound % 8 and Myeloid diff MLP GFP+ MAC1+ % 3.4.
